Screens: PubChem, National Center for Advancing Translational Sciences (NCATS)
Nrf2 block: blocks Nrf2 signaling; AID 504444; Potency, µM (top dose mostly 46 µM), inactives show top-dose activity change, negative = inhibition, most hits filed as inhibitors; A549 ARE-Fluc reporter, luciferase luminescence, 18-24 h; 2.1% of 360,000 active; further: potency means the concentration at half of the fitted maximal effect; on the % scale 0 is the no-effect control and ±100 the full control effect; nearly all actives have a fitted effect of over 60% in size
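Concentration-response testing used A549 ARE_Fluc cells at 5000 cells/well. Following an 18-24 h compound incubation, viability was read by fluorescence (Ex 405/Em 525) and luciferase output by luminescence.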
Nrf2 ARE act: activates Nrf2 signaling; AREc32 ARE-luciferase reporter (MCF7-derived line), luminescence, 24 h; Potency, µM (highest dose often 46.1 µM), inactives show top-dose activation, hits mostly activators; 0.31% of 410,000 active; AID 624171; further: potency means the concentration at half of the fitted maximal effect; % of control where 0% means no effect; nearly all actives have a fitted effect of over 65% in size
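ARE-driven firefly luciferase activity in AREc32 cells measured after a 24 hr compound exposure at 37 deg C, using Steady-Glo reagent and a 30 min room-temperature hold.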
pAkt inh: Akt phosphorylation inhibition; activity change, % for hits at 50 µM; Neuro2A IGF-stimulated pAkt S473 HTRF, 20 min; hits give low values; AID 651550; 0.32% of 360,000 active; in the data active means activity change below about -80%; inconclusive means mostly about -51% to -80%; further: on the % scale 0 is the no-effect control and ±100 the full control effect
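Neuro2A cells (4,500/well, DMEM with 0.5% FBS) were treated with compound at a single 50 µM final concentration, stimulated with 6 nM IGF for 20 min at 37 °C, and lysed. Phospho-Akt Ser473 was read by HTRF as 665/615 ratio ×10^4.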
CCT chaperon mod: changes cytosolic chaperonin activity; purified chaperonin ATPase assay, HTRF ADP detection, 30 min; activity change, % (concentration not given with the values), hits read low; 0.3% of 360,000 active; AID 651819; in the data active means activity change below about -30%; further: on the % scale 0 is the no-effect control and ±100 the full control effect
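ATPase activity: ADP formed was measured by HTRF Transcreener (665/615 nm ratio) after 30 min at 37 deg C with 10 uM ATP. Compounds screened at one 76 uM concentration against 40 or 20 nM TRiC in Tris pH 7.4/KCl/MgCl2/DTT buffer.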
TGFb SMAD3 inh: inhibitors of TGF-b signaling. Potency, µM (top dose mostly 46.1 µM), for inactives: at the top dose activity, negative = inhibition, hits mostly inhibitors. HepG2 CAGA-GFP TGF-b/SMAD3 reporter, GFP fluorescence, 18 h; TGF-beta stimulated, 500 pg/mL final. 1.2% of 410,000 active. AID 588855; further: potency means the concentration at half of the fitted maximal effect; on the % scale 0 is the no-effect control and ±100 the full control effect; nearly all actives have a fitted effect of over 65% in size
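HEPG2 CAGA-GFP cells (1000/well, DMEM with 1% FBS) were pre-incubated 2 h at 37 degrees C, given compound by pin tool, then stimulated with TGF-beta at 500 pg/mL final for 18 h before per-cell GFP fluorescence imaging.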
A549 tox: counter-screen for Nrf2 inhibitors: cytotoxicity in A549 cells | A549 ARE-Fluc cells, CellTiter-Fluor viability, 18-24 h | Potency, µM (top dose mostly 46 µM), for the others: at the top dose activity change, negative = cytotoxicity, hits mostly inhibitors | 0.16% of 390,000 active; further: potency means the concentration at half of the fitted maximal effect; on the % scale 0 is the no-effect control and ±100 the full control effect
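A549 ARE_Fluc cells in 5% FBS OPTI-MEM were exposed to compounds in concentration-response for 18-24 h at 37 deg C. Viability was read by CellTiter-Fluor fluorescence (Ex 405/Em 525) after 30 min, before the luciferase read.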
HepG2 tox: kills HepG2 cells in TGF-b inhibitor counter-screen; HepG2 CAGA-GFP viability, ATP luminescence, 18 h; Potency, µM (doses to about 46.1 µM), inactives show top-dose activity change, negative = cytotoxicity, actives largely listed as cytotoxic; 0.76% of 410,000 active; further: potency means the concentration at half of the fitted maximal effect; some results filed as inactive show a strong effect at the top dose
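CellTiter-Glo luminescence gave cytotoxicity after 18 hours at 37 degrees C. The cells were HepG2 CAGA-GFP in 1% FBS DMEM, stimulated with 500 pg/mL TGF-beta after compound addition. %Activity was normalised to no-cell wells (complete cell-killing) and DMSO (no toxicity), and curves were fitted and classified.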
MmCpn inh: blocks the Methanococcus maripaludis chaperonin Mm-Cpn. Potency, µM (highest dose often 76.9 µM), for the others: top-dose activity, negative = inhibition, actives largely listed as inhibitors. 0.031% of 330,000 active. purified Mm-Cpn ATPase, ADP Transcreener TR-FRET. AID 504842; further: potency means the concentration at half of the fitted maximal effect; on the % scale 0 is the no-effect control and ±100 the full control effect; nearly all actives have a fitted effect of over 80% in size
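Measured: ADP formation by purified Mm-CPN. Conditions: 25 nM protein, 10 uM ATP, Tris pH 7.4 with Mg2+, K+ and DTT, 37°C for 30 min. Detection: Transcreener HTRF after 30 min at room temperature.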
ATXN viability: viability counter-screen for ATXN expression inhibitors. 0.49% of 400,000 active. Potency, µM (top dose mostly 56.7 µM), most hits filed as cytotoxic. S2 cells (HEK-293 line with an ATXN2-luciferase reporter) viability, CellTiter-Fluor protease fluorescence, 24 h; further: potency means the concentration at half of the fitted maximal effect; nearly all actives have a fitted effect of over 40% in size
* = called active by the depositor; i = inactive; ? = inconclusive; · = not tested or not shown; & = joins results of further samples; [ ] = another dose, or the depositor's remark. Unless noted, the call rests on the fitted dose curve; in most records, active means well fitted curve in the direction sought with a large enough effect; inconclusive means small, poorly fitted or top-dose-only effect, or another doubt; inactive means no such curve, though single readings can be large; an effect the other way counts as inactive or inconclusive.

mol | pAkt inh | A549 tox | Nrf2 block | ATXN viability | TGFb SMAD3 inh | MmCpn inh | Nrf2 ARE act | HepG2 tox | CCT chaperon mod
CC(OC(=O)[C@@H](NC(=O)OCc1ccccc1)C(C)C)C(=O)Nc1ccc(N2CCOCC2)cc1 (stereo partly specified) | i | 0% | 3% | i | 13% | · | -1.6% | 9% | 0.6
CC(C)(C)n1nnnc1C(c1ccccc1)N1CCc2ccccc2C1 (stereo unspecified) | i | 1% | · | i | 1% | -8% | -0.4% | 2% | -57*
O=C(CN1C(=O)S/C(=C\c2cccc(Cl)c2)C1=O)NCCCn1ccnc1 | · | 0% | -13% | i | 3% | -3% | 17% | -23% | 0.5
Cc1cc(-n2ccc(=O)[nH]c2=O)nc(-c2ccccc2)n1 | i | 1% | 13% | i | ? | 0% | 4.0% | 1% | 1.0
O=C(CCOc1ccccc1)N1CCCC(Nc2ccccc2)C1 (stereo unspecified) | i | · | · | ? | -1% | · | -1.0% | -2% | -0.1
COc1cccc(C(=O)N2CCC(n3nccc3NC(=O)CCOc3ccccc3)CC2)c1 | · | 0% | -12% | i | -1% | 7% | 2.9% | -79% | 1.1
O=C(CCC(=O)Nc1ccc(F)cc1)N/N=C/c1ccc(F)cc1 | i | 0% | -2% | ? | -9% | 0% | -0.6% | -6% | -2.1
O=C(CC1C(=O)NCCN1C/C=C/c1ccccc1)NCCc1cnccn1 (stereo unspecified) | i | -1% | 9% | i | 1% | 3% | -0.5% | 13% | -2.2
COc1cccc(/C=C2/CN(C)CC3=C2OC(N)=C(C#N)C3c2cccc(OC)c2)c1 (stereo unspecified) | i | ? | · | i | 0% | -1% | 9.5% | -11% | 0.7
COc1ccc(NC(=O)CSc2nncs2)cc1OC | i | 2% | 8% | i | 1% | -1% | 0.5% | -11% | -2.5
O=C(CC1C=Cc2ccccc2N1C(=O)c1ccccc1)c1ccccc1 (stereo unspecified) | i | -10% | ? | i | -8% | -1% | -0.3% | -9% | 0.2
CCN1/C(=C/c2ccc3cccc(C)c3[n+]2CC)Sc2ccccc21 | i | ? | 2.6µM* | ? | 264%[activator] | -8% | -1.4% | 14µM* | -3.8
Cc1ccc(S(=O)(=O)N2CCCC2C(=O)O)cc1 (stereo unspecified) | i | -3% | -10% | i | -19% | 2% | -0.1% | -10% | -1.4
COc1ccc(OCC(O)Cn2c(=N)n(CCN3CCCCC3)c3ccccc32)cc1 (stereo unspecified) | i | ? | -7% | ? | ? | 0% | -0.1%&7.5% | -53%&-41% | -0.6
COc1ccc(-c2cn3nc(N4CCC(C(=O)Nc5cccc(C)c5C)CC4)sc3n2)cc1 | · | -6% | 8% | · | 0% | · | 1.0% | -1% | ·
CCOC(=O)c1cnc2ccc(OCC)cc2c1NCc1cccnc1 | i | 5% | 9% | i | ? | -1% | 5.1% | -15% | 3.5
O=c1c(-c2ccccc2)coc2c(CN3CCCC3)c(O)ccc12 | i | 1% | · | i | 3% | 45µM* | -0.5% | 0% | -3.1
Cc1ccc(Cn2c(C)c3cnn(CC(=O)N4CCN(c5ccc(F)cc5)CC4)c(=O)c3c2C)cc1 | · | -14% | ? | · | ? | · | -0.8% | -24% | ·
CC1CCc2nc(-c3cc4ccc(O)cc4oc3=O)sc2C1 (stereo unspecified) | · | ? | 2.3µM* | · | 170%[activator] | · | · | -6% | ·
O=C(c1ccc2ccccc2n1)N1CCN(Cc2c(F)cccc2Cl)CC1 | i | 2% | -1% | i | 7% | 1% | -0.3% | -8% | -1.7

At a glance, part of the list above.
mol | pAkt inh | A549 tox | Nrf2 block | ATXN viability | TGFb SMAD3 inh | MmCpn inh | Nrf2 ARE act | HepG2 tox | CCT chaperon mod
CCOC(=O)c1cnc2ccc(OCC)cc2c1NCc1cccnc1 | i | 5% | 9% | i | ? | -1% | 5.1% | -15% | 3.5
O=c1c(-c2ccccc2)coc2c(CN3CCCC3)c(O)ccc12 | i | 1% | · | i | 3% | 45µM* | -0.5% | 0% | -3.1
Cc1ccc(Cn2c(C)c3cnn(CC(=O)N4CCN(c5ccc(F)cc5)CC4)c(=O)c3c2C)cc1 | · | -14% | ? | · | ? | · | -0.8% | -24% | ·
CC1CCc2nc(-c3cc4ccc(O)cc4oc3=O)sc2C1 (stereo unspecified) | · | ? | 2.3µM* | · | 170%[activator] | · | · | -6% | ·
O=C(c1ccc2ccccc2n1)N1CCN(Cc2c(F)cccc2Cl)CC1 | i | 2% | -1% | i | 7% | 1% | -0.3% | -8% | -1.7

Additional results follow.
mol | pAkt inh | A549 tox | Nrf2 block | ATXN viability | TGFb SMAD3 inh | MmCpn inh | Nrf2 ARE act | HepG2 tox | CCT chaperon mod
C=C1C(=O)[C@]23C[C@H]1CC[C@H]2[C@]1(C)[C@@H](OC(C)=O)CC[C@@](C)(C(=O)O)[C@H]1C[C@@H]3O | i | · | · | · | 5.6µM* | · | ? | -79% | -0.5
O=C(CSc1nc2ccccc2n1Cc1cccc(F)c1)NCc1ccccc1 | · | -1% | · | ? | ? | · | 5.5% | -25% | ·
O=C(Cc1ccc(F)cc1)Nc1ccc(F)c([N+](=O)[O-])c1 | i | -2% | 2% | i | -13% | 0% | 3.5% | -18% | -2.5
COc1ccc(-c2cc(=O)c3ccccc3[nH]2)cc1 | i | 1% | 1% | i | ? | -1% | -0.4% | -9% | -5.0
CCCOC(=O)c1c(NC(=O)CSc2nc(-c3ccco3)cc(C(F)(F)F)n2)sc(C(=O)OC)c1C | i | -2% | 2% | i | 2% | 1% | -1.3% | 1% | 0.1
Cc1cccc(NC(=O)c2cccc(C(=O)Nc3cccc(C)c3)n2)c1 | i | -2% | 1% | i | 17% | · | 0.7% | 22% | 1.5
COc1cc2c(cc1NC(=O)CSCC(=O)O)oc1ccccc12 | i | 1% | -18% | i | -2% | 4% | 2.2% | -22% | -1.1
CN(C(=O)c1ccc(N2CCCCC2)c([N+](=O)[O-])c1)C1CCS(=O)(=O)C1 (stereo unspecified) | i | 2% | 9% | i | -4% | -1% | -0.3% | 5% | 0.0
Cc1ccc(-c2csc(=S)[nH]2)cc1 | i | 0% | 10% | i | -20% | 0% | 4.2% | -7% | 2.5
CC1CCCCN1CCNC(=O)C1CC(=O)N(c2ccc(F)c(Cl)c2)C1 (stereo unspecified) | i | -4% | -12% | i | 17% | 1% | -0.4% | 3% | -1.4
CCN(CC)S(=O)(=O)c1ccc(C(=O)NCc2ccc3c(c2)OCO3)cc1 | i | 1% | -1% | i | 14% | 1% | 0.1% | -1% | -0.4
COc1ccc(S(=O)(=O)Nc2cccc3c2O[C@H](CN(C)Cc2ccccc2)[C@@H](C)CN([C@H](C)CO)C3=O)cc1 | i | 4% | -6% | i | -3% | -3% | 0.1% | 2% | 1.7
O=C(N/N=C\c1ccc2c(c1)OCO2)c1ccc(Cn2cc(Br)c([N+](=O)[O-])n2)o1 | i | 0% | 8% | i | 0% | 7% | 0.0% | 1% | -0.3
Cc1cccc(CN2CCC(C(N)=O)CC2)c1 | i | 15% | -14% | i | -4% | -2% | -0.6% | 0% | 2.7
CC(C)(C)NC(=O)Cc1ccc(Cl)c(Cl)c1 | i | 6% | ? | i | 9% | -3% | 2.4% | -3% | 0.0
N#Cc1ncc(C(F)(F)F)cc1Sc1ccc(N)cc1 | i | -2% | -9% | i | 11% | 1% | 4.2% | -21% | -1.6
CCn1c(=O)c([N+](=O)[O-])c(NCCN(C)C)c2ccccc21 | i | -1% | -5% | ? | -2% | 5% | -0.7% | 0% | -1.0
C=CCNC(=O)C(C)Sc1ccc(Cl)cc1 (stereo unspecified) | i | 10% | -4% | i | -4% | -2% | 0.3% | -17% | 0.5
CC1CCCN(CCCNC(=O)C2CC(=O)N(CCc3ccccc3)C2)C1 (stereo unspecified) | i | 15% | 13% | i | 5% | -4% | -0.7% | 4% | -1.6
COc1ccc2c(c1)c1c(c(=O)n(-c3ccccc3)c(=O)n1CC(=O)Nc1ccc(C)c(C)c1)n2C | · | 1% | 18% | i | 21% | · | -0.6% | 3% | ·
O=S(=O)(c1cccc2cccc(Cl)c12)N1CCCC1 | i | 6% | 5% | i | 0% | -2% | -0.9% | 0% | 0.9
COc1ccccc1C(C)NCC(=O)Nc1ccccc1C(F)(F)F (stereo unspecified) | i | -4% | -7% | i | -22% | 4% | 0.7% | 3% | 1.4
CC1(Cc2cc(Cl)ccc2C(F)(F)F)C(=O)Nc2cc(-c3ccccc3Cl)ccc21 (stereo unspecified) | i | · | · | i | -17% | · | -0.5%[9.22 µM] | -50% | -3.1
Cc1ccc(CNS(=O)(=O)c2cc(F)ccc2CN2C(=O)c3cccnc3C2=O)o1 | i | 1% | 12% | i | 0% | -1% | -1.0% | 2% | 0.9
CC(=O)Cc1nsc(NC(=O)c2ccc(COc3ccc(C)cc3)o2)n1 | i | 1% | 18% | i | 4% | -10% | -0.4% | -19% | 0.4
CCn1ccnc1CNC(=O)CC1C(=O)NCCN1CCCc1ccccc1 (stereo unspecified) | i | -3% | 8% | ? | 9% | -2% | -0.8% | -3% | -2.2
CCCC1=[N+](CC(=O)c2ccc(Br)cc2)CCn2cccc21 | i | -18% | -10% | ? | -1% | -1% | 3.3% | 21% | -1.8
CCOc1ccc(OCC)c(NC(=O)CSc2nc3ccccc3c(=O)n2C)c1 | i | -29% | 10µM* | i | -18% | 0% | -0.4% | -2% | -0.2
COc1ccccc1CN1Cc2cccc3c2[C@@H](CC1=O)[C@H](O)[C@H](O)C3 | i | -3% | 5% | i | ? | 0% | 0.3% | -9%&-21% | -1.5
Cc1cc(C(=O)NC2CCCc3c2cnn3-c2cccc(C)c2C)n(C)n1 (stereo unspecified) | i | -21% | 0.21µM* | i | -22% | 0% | 0.2% | -18% | 0.3
